All columns: NCI-60 one-dose screen, growth in % after 48 h at 10 µM unless noted; 100 = growth as untreated, 0 = no growth, -100 = all killed.
NCI-H226: NCI-H226 lung cancer; AID 1794732; 79,000 compounds, 3.5% hits
NCI-H322M: NCI-H322M lung cancer; 80,000 compounds, 2.7% hits; AID 1794733
NCI/ADR-RES: NCI/ADR-RES ovarian cells; 81,000 compounds, 4.4% hits; AID 1794790
IGROV1: IGROV1 ovarian cancer; AID 1794786; 79,000 compounds, 4.7% hits
NCI-H460: NCI-H460 lung cancer; 82,000 compounds, 6.8% hits
COLO 205: COLO 205 colon cancer | AID 1794742 | 79,000 compounds, 7.3% hits
KM12: KM12 colon cancer cells; 82,000 compounds, 5% hits
NCI-H522: NCI-H522 lung cancer; 78,000 compounds, 8% hits; AID 1794739
NCI-H23: NCI-H23 lung cancer; 80,000 compounds, 4% hits; AID 1794731
Active calls of the source: *; . = not tested or not shown. Rule for the calls: active = growth percent below 10; inactive = the rest.

(1) O=S(=O)(c1ccccc1)C(Br)S(=O)(=O)c1ccccc1
(2) COc1cccc(-n2cc(C#N)c(N)c2C(=O)c2ccc(F)cc2)c1
(3) Cn1c2ccccc2c2nnc(NCCCCO)nc21
(4) C=C1c2c(-c3ccccc3)nn(-c3ccccc3)c2N(C)C23C[C@H]1C1(C)c4c(-c5ccccc5)nn(-c5ccccc5)c4N(C)C(C)(C[C@H]12)C3 (stereo partly drawn)
(5) O=C1NC(=O)C(=Cc2cc(-c3ccccc3)n(-c3ccccc3)n2)C(=O)N1
(6) O=C(O)/C=C/c1ccccc1O

| screen / no. | 1 | 2 | 3 | 4 | 5 | 6 |
| --- | --- | --- | --- | --- | --- | --- |
| NCI-H226 | 104.9 | 94.0 | 83.9 | 104.0 | 98.0 | 84.6 |
| NCI-H322M | . | 107.2 | 99.3 | 114.3 | 96.7 | 104.1 |
| NCI/ADR-RES | 105.0 | 78.4 | 94.3 | 111.2 | 104.9 | 95.3 |
| IGROV1 | 104.8 | 107.2 | 57.8 | 118.8 | 90.1 | 84.4 |
| NCI-H460 | 123.1 | 106.1 | 100.5 | 105.4 | 110.5 | 100.8 |
| COLO 205 | 97.5 | 109.3 | 103.2 | 111.2 | 107.5 | 110.3 |
| KM12 | 111.7 | 75.2 | 94.8 | 108.2 | 98.8 | 110.2 |
| NCI-H522 | 96.8 | 67.0 | 95.3 | 99.5 | 104.7 | 71.8 |
| NCI-H23 | 97.0 | 95.1 | 84.3 | 113.1 | 105.4 | 91.0 |

(7) OC1(C(Cl)(Cl)Cl)CCCCC1
(8) c1ccc(CNc2ncnc3scc(-c4cccs4)c23)nc1
(9) O=S(=O)(Oc1ccc(-c2cn3ccoc3n2)cc1)c1cc(C(F)(F)F)cc(C(F)(F)F)c1
(10) O=c1[nH]c(CSc2nc3sc4c(c3c(=O)[nH]2)CCCC4)nc2ccccc12
(11) Cc1ccc([C@@H]2C[C@@H]3Cc4cc(F)ccc4N2O3)o1
(12) Clc1ccc2c(c1)nnn1c3ncccc3c(Br)c21

| screen / no. | 7 | 8 | 9 | 10 | 11 | 12 |
| --- | --- | --- | --- | --- | --- | --- |
| NCI-H226 | 113.9 | 68.1 | 98.1 | 122.7 | 158.1 | 90.1 |
| NCI-H322M | 113.6 | 86.3 | 98.3 | 200.0 | 111.2 | 88.5 |
| NCI/ADR-RES | 106.6 | 58.8 | 99.8 | 101.8 | 108.9 | 85.8 |
| IGROV1 | 98.2 | 63.6 | 105.0 | 101.2 | 103.9 | . |
| NCI-H460 | 110.9 | 77.4 | 102.6 | 108.9 | 124.7 | 78.6 |
| COLO 205 | 129.2 | 89.7 | 112.8 | 105.2 | 104.0 | 88.9 |
| KM12 | 78.9 | . | 98.0 | 192.9 | 110.2 | 86.4 |
| NCI-H522 | 101.3 | 60.4 | 95.4 | 93.6 | 100.0 | 67.8 |
| NCI-H23 | 102.3 | 53.5 | 97.0 | 117.6 | 99.8 | 81.1 |

(13) CC(=O)[C@H]1CC[C@]2(C)[C@@H]1CC[C@@H]1[C@@]3(C)CC(CCC#N)(CCC#N)C(=O)C(C)(C)[C@@H]3CC[C@]12C
(14) CNC1=C([N+](=O)[O-])C(c2ccc(OC)cc2)C(C#N)=C(c2ccc[nH]2)O1 (stereo not drawn)
(15) Nc1nn2c(-c3ccccc3)ccnc2c1N=Nc1ccc(S(N)(=O)=O)cc1
(16) O=c1c(CN2CCOCC2)c(-c2cccc(OC(F)(F)F)c2)[nH]c2ccc(N3CCCC3)cc12
(17) NN1C(=O)c2cnn(-c3ccccc3)c2NC1NN1Cc2ccccc2C1=O (stereo not drawn)
(18) O=S(=O)(NCCCNc1nccc(-c2c(-c3cccc(F)c3)nc3sccn23)n1)c1cccc2ccccc12

| screen / no. | 13 | 14 | 15 | 16 | 17 | 18 |
| --- | --- | --- | --- | --- | --- | --- |
| NCI-H226 | 94.6 | 101.6 | 103.3 | 87.7 | 107.9 | 36.8 |
| NCI-H322M | . | 101.5 | 102.2 | 87.0 | 111.3 | 81.6 |
| NCI/ADR-RES | 90.5 | 109.5 | 101.4 | 93.5 | 101.9 | 47.1 |
| IGROV1 | 98.4 | 104.3 | 97.6 | 89.2 | 112.2 | 22.3 |
| NCI-H460 | 101.2 | 100.4 | 102.2 | 94.3 | 117.8 | 19.8 |
| COLO 205 | 106.3 | 107.3 | 115.7 | 95.4 | 125.0 | 21.5 |
| KM12 | 94.5 | 113.7 | 100.6 | 100.4 | 103.9 | 26.0 |
| NCI-H522 | 94.1 | 92.3 | 92.3 | 96.4 | 99.6 | 56.3 |
| NCI-H23 | 86.7 | 98.5 | 99.9 | 93.5 | 103.4 | 66.2 |

(19) CC1CN=C(c2ccccc2)O1 (stereo not drawn)
(20) NS(=O)(=O)c1ccc(N2C(=O)CCC2=O)cc1
(21) O=C1NC(=O)C2(CCCc3ccc(N(CCO)CCO)cc32)N1 (stereo not drawn)
(22) C=C(C)[C@@H]1CC[C@]2(C(=O)N[C@H](Cc3ccccc3)C(=O)OC)CC[C@]3(C)[C@H](CC[C@@H]4[C@@]5(C)C/C(=C/c6ccco6)C(=O)C(C)(C)[C@@H]5CC[C@]43C)[C@@H]12
(23) Cc1cc(N2CCCC2)nc(N(CCCNc2ccnc3cc(Cl)ccc23)Cc2ccccn2)n1
(24) CCOC(=O)CNC(=O)c1ccccc1C(=O)O

| screen / no. | 19 | 20 | 21 | 22 | 23 | 24 |
| --- | --- | --- | --- | --- | --- | --- |
| NCI-H226 | 100.7 | 101.2 | . | 90.1 | 79.8 | 106.4 |
| NCI-H322M | 110.9 | 109.5 | 95.3 | 104.5 | 57.1 | 96.9 |
| NCI/ADR-RES | 105.2 | 95.8 | 98.5 | 101.6 | 39.2 | . |
| IGROV1 | . | 105.3 | 105.2 | 102.7 | 50.7 | 99.4 |
| NCI-H460 | 108.4 | 107.3 | 107.4 | 95.0 | 35.6 | 106.2 |
| COLO 205 | 117.9 | 133.4 | 105.8 | 113.5 | 39.1 | 115.3 |
| KM12 | 116.2 | 114.4 | 99.7 | 95.1 | 63.8 | 112.6 |
| NCI-H522 | 97.5 | 102.9 | 115.0 | 91.8 | 47.3 | 84.9 |
| NCI-H23 | 108.0 | 89.2 | 93.1 | 91.9 | 59.0 | 103.3 |

(25) CCOC(=O)C(/C=N/C(N)=O)=C(\C)O
(26) CC1C(c2ccccc2)OCN1CC=C(c1ccsc1)c1ccsc1 (stereo not drawn)
(27) CC(=O)Nc1nc(C)c(C(=O)N/N=C/c2cccs2)s1
(28) COc1ccc(N=Nc2c(N)nn3c(-c4ccccc4)cc(C)nc23)cc1
(29) Cc1ccc(N2C(=O)CC(Sc3ccccc3N)C2=O)cc1Cl (stereo not drawn)
(30) CCOc1ccc(Nc2ccnc3cc(Cl)ccc23)cc1

| screen / no. | 25 | 26 | 27 | 28 | 29 | 30 |
| --- | --- | --- | --- | --- | --- | --- |
| NCI-H226 | 107.9 | 92.1 | 86.9 | 95.9 | 98.6 | . |
| NCI-H322M | 117.0 | 90.4 | 111.0 | 90.0 | 109.6 | -0.6* |
| NCI/ADR-RES | 102.6 | 94.2 | 99.2 | 94.5 | 88.6 | 3.3* |
| IGROV1 | 111.7 | 67.9 | -4.9* | 79.3 | 99.4 | 14.9 |
| NCI-H460 | 112.4 | 95.8 | 101.7 | 95.2 | 101.5 | 5.7* |
| COLO 205 | 123.6 | 87.2 | 101.3 | 102.6 | 111.6 | -91.1* |
| KM12 | 111.7 | 88.0 | 115.7 | 98.8 | 94.5 | 7.0* |
| NCI-H522 | 80.0 | 89.1 | 94.8 | 87.3 | . | -35.4* |
| NCI-H23 | 108.6 | 91.6 | 102.5 | 83.8 | 96.9 | -3.3* |

(31) CC1(C)CC(=O)C2=C(C1)Nc1c(C#N)c(N)[nH]c(=O)c1C2c1ccccc1 (stereo not drawn)
(32) CCOC(=O)/C=C1\S/C(=N\Nc2cc(=O)[nH]c3ccc(Cl)cc23)N(c2ccccc2)C1=O
(33) O=C(CI)NC1Oc2ccccc2-c2oc(=O)c(-c3ccccc3)cc21 (stereo not drawn)
(34) O=C(O)C(Cc1ccccc1[N+](=O)[O-])N1C(=O)c2ccccc2C1=O (stereo not drawn)
(35) COc1ccc(-c2nc(SCCC(C)C)nc(N/N=C\c3ccc(Cl)cc3)c2C#N)cc1
(36) Cc1n[nH]c2ccc([N+](=O)[O-])cc2c1=O

| screen / no. | 31 | 32 | 33 | 34 | 35 | 36 |
| --- | --- | --- | --- | --- | --- | --- |
| NCI-H226 | 98.9 | 89.6 | -43.3* | 108.9 | 59.4 | 97.8 |
| NCI-H322M | 110.6 | 98.6 | 105.4 | 107.6 | 60.4 | 117.3 |
| NCI/ADR-RES | 101.6 | 100.7 | 36.7 | 106.1 | 68.8 | 109.8 |
| IGROV1 | 101.2 | 62.9 | -59.0* | 107.1 | 41.2 | 109.5 |
| NCI-H460 | 108.7 | 102.2 | 1.0* | 103.0 | 22.1 | 113.4 |
| COLO 205 | 114.1 | 65.0 | -53.5* | 97.7 | 80.7 | 124.1 |
| KM12 | 107.2 | 98.5 | 2.4* | 110.2 | 111.3 | 100.3 |
| NCI-H522 | 49.6 | 79.7 | -75.6* | 119.3 | 86.6 | 95.5 |
| NCI-H23 | 95.4 | 90.5 | -55.7* | 105.5 | 67.1 | 105.9 |

11 consecutive entries from above:
(23) Cc1cc(N2CCCC2)nc(N(CCCNc2ccnc3cc(Cl)ccc23)Cc2ccccn2)n1
(24) CCOC(=O)CNC(=O)c1ccccc1C(=O)O
(25) CCOC(=O)C(/C=N/C(N)=O)=C(\C)O
(26) CC1C(c2ccccc2)OCN1CC=C(c1ccsc1)c1ccsc1 (stereo not drawn)
(27) CC(=O)Nc1nc(C)c(C(=O)N/N=C/c2cccs2)s1
(28) COc1ccc(N=Nc2c(N)nn3c(-c4ccccc4)cc(C)nc23)cc1
(29) Cc1ccc(N2C(=O)CC(Sc3ccccc3N)C2=O)cc1Cl (stereo not drawn)
(30) CCOc1ccc(Nc2ccnc3cc(Cl)ccc23)cc1

| screen / no. | 23 | 24 | 25 | 26 | 27 | 28 | 29 | 30 |
| --- | --- | --- | --- | --- | --- | --- | --- | --- |
| NCI-H226 | 79.8 | 106.4 | 107.9 | 92.1 | 86.9 | 95.9 | 98.6 | . |
| NCI-H322M | 57.1 | 96.9 | 117.0 | 90.4 | 111.0 | 90.0 | 109.6 | -0.6* |
| NCI/ADR-RES | 39.2 | . | 102.6 | 94.2 | 99.2 | 94.5 | 88.6 | 3.3* |
| IGROV1 | 50.7 | 99.4 | 111.7 | 67.9 | -4.9* | 79.3 | 99.4 | 14.9 |
| NCI-H460 | 35.6 | 106.2 | 112.4 | 95.8 | 101.7 | 95.2 | 101.5 | 5.7* |
| COLO 205 | 39.1 | 115.3 | 123.6 | 87.2 | 101.3 | 102.6 | 111.6 | -91.1* |
| KM12 | 63.8 | 112.6 | 111.7 | 88.0 | 115.7 | 98.8 | 94.5 | 7.0* |
| NCI-H522 | 47.3 | 84.9 | 80.0 | 89.1 | 94.8 | 87.3 | . | -35.4* |
| NCI-H23 | 59.0 | 103.3 | 108.6 | 91.6 | 102.5 | 83.8 | 96.9 | -3.3* |

(31) CC1(C)CC(=O)C2=C(C1)Nc1c(C#N)c(N)[nH]c(=O)c1C2c1ccccc1 (stereo not drawn)
(32) CCOC(=O)/C=C1\S/C(=N\Nc2cc(=O)[nH]c3ccc(Cl)cc23)N(c2ccccc2)C1=O
(33) O=C(CI)NC1Oc2ccccc2-c2oc(=O)c(-c3ccccc3)cc21 (stereo not drawn)

| screen / no. | 31 | 32 | 33 |
| --- | --- | --- | --- |
| NCI-H226 | 98.9 | 89.6 | -43.3* |
| NCI-H322M | 110.6 | 98.6 | 105.4 |
| NCI/ADR-RES | 101.6 | 100.7 | 36.7 |
| IGROV1 | 101.2 | 62.9 | -59.0* |
| NCI-H460 | 108.7 | 102.2 | 1.0* |
| COLO 205 | 114.1 | 65.0 | -53.5* |
| KM12 | 107.2 | 98.5 | 2.4* |
| NCI-H522 | 49.6 | 79.7 | -75.6* |
| NCI-H23 | 95.4 | 90.5 | -55.7* |
